Screening results as filed in PubChem.
SIRT5 block = inhibitors of human sirtuin-5 desuccinylase | inhibition, % at 15 µM | 330,000 compounds, 1.1% hits | Q9NXA8 | AID 652115 | Purified SirT5, succinyl-peptide AMC, trypsin-coupled fluorescence; in the data active means inhibition above about 15%; inconclusive means no clear call, values can overlap the other calls
Statin myotox sup = protects C2C12 myotubes from simvastatin toxicity | 330,000 compounds, 0.78% hits | ATP luminescence, 48 h; scaled: DMSO 0, geranylgeraniol control 100 | AID 602340 | rescue of ATP level, % at 7.49 µM;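 active means mean ATP rescue above about 67%, or every replicate alone reaching that limit, limit read from the data, passing the limit was not always enough; inconclusive means no clear call, values can overlap the other calls; inactive means mean under the limit and some replicate under it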;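 further: myotubes were challenged with 10 µM simvastatin during compound exposure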
ERp5 inh = blocks human ERp5 reductase activity on insulin; Q15084; ERp5 insulin aggregation, absorbance 650 nm, 90 min; inhibition, % at 9.99 µM; 350,000 compounds, 0.05% hits;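 active means mean replicate inhibition above about 25%, with every replicate also reaching it, limit read from the data, passing the limit was not always enough; inconclusive means only one of those two criteria met; inactive means neither criterion met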
DENV2 CPE rescue = DENV2-induced cell death inhibition | CPE inhibition, % at 9.99 µM | 350,000 compounds, 1.7% hits | AID 651640 | DENV2-infected cells, cytopathic effect rescue, plate reader; in the data active means CPE inhibition above about 20%, passing the limit was not always enough; inconclusive means no clear call, values can overlap the other calls; tested in BHK-21 cells;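 further: 0% = median of neutral control wells and 100% = median of positive control wells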
S100A4 inh HTS = S100A4-myosin IIA interaction inhibition; S100A4/TAMRA-MyoIIA peptide fluorescence polarization; inhibition, % at 10.7 µM; 360,000 compounds, 0.14% hits; AID 652163;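 active means mean inhibition of at least 70% across replicates, with every replicate also reaching that level; inconclusive means mean inhibition reaches 70% but some replicates fall short; inactive means mean inhibition below 70%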
Target sequence (P26447 whole entry, looked up): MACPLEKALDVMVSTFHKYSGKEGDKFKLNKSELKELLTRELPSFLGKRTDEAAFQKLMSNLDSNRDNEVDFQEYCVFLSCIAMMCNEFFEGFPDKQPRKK
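incubation = readout 5 min after mixing, signal stable up to 60 min | system = S100A4 monomer protein | buffer or medium = HEPES pH 7.2 with CaCl2, KCl, NaCl, DTT, Triton | benchmarks = neutral control DMSO, positive control TFP | also added = fluorescent myosin IIA peptide, 5 nM | compound dosing = one concentration per compound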
E-sel inducer = E-selectin induction on HUVECs; HUVEC E-selectin immunofluorescence imaging; normalized: neutral wells 0, TNF-alpha wells 100; activation, % at 7.58 µM; 260,000 compounds, 0.37% hits; AID 686992;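 active means mean E-selectin-positive cell signal at least 10% of the positive control, reached in at least 60% of replicates, without over 20% cell loss; inconclusive means no rule given, readout overlaps actives, possibly toxicity-flagged; inactive means the rest, including those meeting only one limit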;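 further: in these data hits start at about 27%; measured in HUVEC primary endothelial cells; signal is the percent of cells scored E-selectin positive by PE staining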
Target sequence (P16581 whole entry, looked up): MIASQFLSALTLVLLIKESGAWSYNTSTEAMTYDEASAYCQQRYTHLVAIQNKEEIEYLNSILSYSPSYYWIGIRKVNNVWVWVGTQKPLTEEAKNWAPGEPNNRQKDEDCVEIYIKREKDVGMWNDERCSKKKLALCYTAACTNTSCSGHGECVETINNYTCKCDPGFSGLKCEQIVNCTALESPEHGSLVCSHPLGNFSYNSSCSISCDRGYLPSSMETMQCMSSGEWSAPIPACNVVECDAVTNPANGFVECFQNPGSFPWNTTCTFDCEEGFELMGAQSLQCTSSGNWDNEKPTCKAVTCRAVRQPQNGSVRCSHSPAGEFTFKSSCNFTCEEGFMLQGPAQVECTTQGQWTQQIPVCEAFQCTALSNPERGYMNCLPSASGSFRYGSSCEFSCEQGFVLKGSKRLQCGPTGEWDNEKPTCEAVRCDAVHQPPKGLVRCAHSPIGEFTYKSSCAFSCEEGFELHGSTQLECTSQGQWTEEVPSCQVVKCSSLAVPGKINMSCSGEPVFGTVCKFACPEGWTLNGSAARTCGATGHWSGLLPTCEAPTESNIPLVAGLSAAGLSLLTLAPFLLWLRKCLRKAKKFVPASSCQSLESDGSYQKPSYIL
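Read-out: % PE-positive cells | Test system: HUVEC | Doses: One compound dose added by pin transfer | Buffer or medium: EGM-2 over gelatin coat | Signal: Immunofluorescence imaging | Benchmarks: TNF-alpha, DMSO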
PglD DTNB = PglD (C. jejuni) enzyme inhibition; AID 602405; purified PglD enzyme, DTNB colorimetric CoA detection; 360,000 compounds, 0.098% hits; inhibition, % at 12.5 µM; in the data active means inhibition above about 16%, passing the limit was not always enough; inconclusive means no clear call, values can overlap the other calls; further: strong numbers were not always called active
* marks the source's active call; other numbers are inactive results; ? = inconclusive; . = no result given; & = joins results of further samples; ! = not confirmed by another sample.

nr	smiles	SIRT5 block	Statin myotox sup	ERp5 inh	DENV2 CPE rescue	S100A4 inh HTS	E-sel inducer	PglD DTNB
1	COC(=O)C1=C(C(=O)OC)[C@@H]2Nc3ccccc3[C@@]23C[C@@H](C(=O)OC)N(C(=O)COCc2ccccc2)C3=N1	.	4	1	3	-2	0.0	-5
2	Cc1ccc(C(=O)Nc2ccncc2)c(C)c1	-3	0	1	3	2	.	-26
3	Cc1cccc(C)c1OCC(=O)Nc1ccc2c(c1)OCCO2	-13	2	8	?	0	-0.1	7
4	C[C@@H]1CN([C@H](C)CO)C(=O)c2cccc(NC(=O)c3ccc(-c4nccs4)cc3)c2O[C@@H]1CN(C)Cc1ccc(C(=O)O)cc1	0	.	-9	-6	-5	2.3	1
5	COCCN(C(=O)c1ccco1)c1nnc(-c2ccc(F)cc2)s1	-1	-6	1	5	2	2.1	-2
6	CCCNC(=O)C[C@H]1C[C@@H]2c3cc(NC(=O)NC4CCCC4)ccc3O[C@@H]2[C@H](CO)O1	-2	-3	-2	-3	6	0.0	0
7	O=C(C[C@@H]1CC[C@H](NS(=O)(=O)c2ccc(F)cc2)[C@H](CO)O1)NCc1ccccc1F	1	.	-2	6	4	0.1	.
8	Cn1cccc1C1C=C(c2ccc(C(C)(C)C)cc2)Nc2ncnn21 (configuration not stated)	.	-7	7	?	2	0.0	-1
9	Cn1cc(Br)c(C(=O)NC(=S)N2CCN(c3ccccn3)CC2)n1	4	.	-1	?	1	-0.3	.
10	O=C(c1ccccc1Cl)N1CCSCC1	-2	.	4	?	3	-0.1	-4
11	CCCCN(CCCC)S(=O)(=O)c1ccc(NC(=O)Cc2cccs2)cc1	-2	-81	7	-8	-5	.	-2
12	CN(C(=O)c1cccc(NC(=O)Cc2ccc(NC(=O)C3CCCN(C(=O)C4CC4)C3)cc2)c1)C1CCCCC1 (configuration not stated)	3	-3	-1	-5	-3	1.7	-2
13	CN(C(=O)CN1C(=O)S/C(=C\c2ccc(Cl)cc2)C1=O)C1CCS(=O)(=O)C1 (configuration not stated)	2	-16	0	-4	2	.	-1
14	COc1cc(C)ccc1OC(C)C(=O)Nc1ccc(N2CCCCC2)cc1 (configuration not stated)	0	7	-6	-2	-30	-0.5	-1
15	CCOC(=O)/C=C/[C@H]1CC2(CCO1)SCCCS2	.	-10	-6	5	-3	-0.2	4
16	C[C@@H]1CN([C@H](C)CO)S(=O)(=O)c2ccc(-c3ccccc3)cc2O[C@H]1CN(C)C(=O)Cc1ccccc1	0	-31	4	-1	7	0.5	-2
17	Cc1nc2ccccc2n1CC(=O)NC1CCCCCC1	-3	2	6	?	-1	.	1
18	CCCOC1CCCN(C(=O)c2cc(COc3c(F)cccc3F)on2)C1 (configuration not stated)	-1	6	-1	-4	-1	-0.4	2
19	COc1cccc(NC(=O)Nc2cc(C)ccc2OC)c1	1	.	2	-6	13	.	.
20	O=C(O)CCCCCCCCCCP(=O)(c1ccccc1)c1ccccc1	5	.	1	13	4	0.1	-10
21	CCNC(=S)Nc1ccc(OCC)cc1	4	.	0	-3	-1	-2.7	.
22	COc1ccc(OC)c(CCNC(=O)c2ccc(NC3=NC4CS(=O)(=O)CC4S3)cc2)c1 (configuration not stated)	-6	-9	5	-8	-3	.	2
23	CCn1c(=O)cc(OCC(=O)Nc2ccccc2C#N)c2ccccc21	.	5	-2	1	7	0.0	-1
24	COc1ccc(OC)c(/C=N/n2c(-c3n[nH]c4c3CCC4)n[nH]c2=S)c1	-1	0	2	4	8	-0.2	2
25	CC(C)NC(=O)Nc1ccc2c(c1)C(=O)N([C@@H](C)CO)C[C@@H](C)[C@H](CN(C)Cc1ccc(Cl)c(Cl)c1)OCCCC[C@H](C)O2	8	.	6	14	-28	.	.
26	C=CCNC(=O)/C(=C\C=C\c1ccccc1)NC(=O)c1ccccc1Cl	4	8	-3	-3	0	-0.3	.
27	CC(C)(C)[C@H]1C=C(C(=O)NCc2nc3ccccc3[nH]2)O[C@@H](OCc2ccc(CO)cc2)C1	5&-3	-21	3&1	?	5&11	0.2	8
28	COc1ccc(NC(=O)Nc2ccc3c(c2)C(=O)N([C@H](C)CO)C[C@H](C)[C@H](CN(C)S(=O)(=O)c2cn(C)cn2)OCCCC[C@@H](C)O3)cc1	.	.	.	?	.	-0.1	-1
29	Cc1ccc(C(=O)COC(=O)CCN2C(=O)C3C4CCC(C4)C3C2=O)cc1[N+](=O)[O-] (configuration not stated)	-2	8	-6	5	37	.	-4
30	CC(=O)N1CC(C)Oc2ccc(S(=O)(=O)NC(CC(=O)O)c3ccccc3)cc21 (configuration not stated)	0	8	1	4	3	.	-6
31	COc1ccc(NC(=O)/C(C#N)=C\c2cc(C)n(-c3ccc4c(c3)OCO4)c2C)cc1	0	.	2	-5	-1	.	.
32	CCOC(=O)c1c(NC(=O)COC(=O)CNC(=O)c2ccc(Cl)cc2Cl)sc(C(=O)N(C)C)c1C	-4	0	2	9	-10	.	-2
33	CCn1nc(C)cc1C(=O)N1CCCC(N2CCN(c3ccccc3OC)CC2)C1 (configuration not stated)	-2	3	1	-3	24	.	1
34	CN(C)c1ccc(/C=C2/NC(=O)NC2=O)cc1	-2	.	-2	1	6	.	.
35	CC(=O)N1c2ccc(S(=O)(=O)N3CCC(C(=O)N4CCC(C)CC4)CC3)cc2CC1C (configuration not stated)	-6	8	1	7	1	0.7	.
36	O=C(Nc1ccc2c(c1)[C@H]1C[C@@H](CC(=O)N3CCOCC3)O[C@@H](CO)[C@H]1O2)C1CCC1	.	-7	.	?	.	-0.3	17
37	CCCNC(=O)[C@@H]1c2ccccc2C(=O)N(Cc2ccccc2OC)[C@H]1c1ccc(CO)cc1	-2	.	0	34*	11	.	2
38	CC(C)NC(=O)Nc1ccc2c(c1)C(=O)N(C)[C@@H]1CC[C@H](CC(=O)Nc3ccccc3)O[C@H]1CO2	-1	-8	2	4	6	0.0	3
39	C[C@H]1CN([C@@H](C)CO)C(=O)Cc2cc(NS(=O)(=O)c3cn(C)cn3)ccc2O[C@@H]1CN(C)C(=O)Nc1ccc2c(c1)OCO2	3	-18	2	-6	1	-1.5	3
40	COc1ccc(C(=O)OCC(=O)Nc2nc3c(F)c(F)c(F)cc3s2)cc1OC	-2	-2	-4	-3	5	.	.
41	O=C(NCc1ccccc1)C1=C[C@@H](C2CC2)C[C@@H](OCc2ccc(CO)cc2)O1	6&-2	-19	3&-4	26*!	-10&11	0.3	3&7
42	COc1cc(OC)c(N(C)C(=O)c2cn(C)c(=O)c3cc(OC)c(OC)cc23)cc1Cl	1	-3	-2	1	-6	0.8	11
43	COc1cc(-c2c(-c3ccsc3)sc3ccccc23)cc(OC)c1OC	-5	14	0	1	9	-0.1	2
44	Cc1noc(C)c1NC(=O)N(C)C[C@@H]1OCCCC[C@@H](C)Oc2ccc(NC(=O)Cc3ccccc3)cc2C(=O)N([C@H](C)CO)C[C@H]1C	-3	.	12	3	1	0.0	-2
45	CN1C(=O)c2cc(NC(=O)C3CC3)ccc2OC[C@H]2O[C@@H](CC(=O)NCc3cccc(F)c3)CC[C@H]21	.	-19	.	2	.	0.1	-4
46	C[C@@H]1CN([C@@H](C)CO)C(=O)c2cccc(NS(=O)(=O)c3cccs3)c2O[C@H]1CN(C)S(=O)(=O)c1ccc(Cl)cc1	5	-20	-3	2	7	0.0	-2
47	COc1cc(OC)c2cc(C(=O)N/N=C/c3ccccc3O)[nH]c2c1	-2	-8	0	7	7	0.5	0
48	O=C(C[C@@H]1C=C[C@@H](NS(=O)(=O)c2ccc(F)cc2)[C@H](CO)O1)NCc1ccccc1F	-3	.	-2	15	6	-0.4	.
49	COc1cccc(CNC(=O)C2CCC(CNc3nc(=S)[nH]c4ccccc34)CC2)c1 (configuration not stated)	-1	-28	7	0	-2	1.1	-4
50	O=C(Nc1cc(S(=O)(=O)N2CCOCC2)ccc1N1CCOCC1)c1ccc([N+](=O)[O-])s1	7	2	-5	-11	0	.	.

(list continues)
nr	smiles	SIRT5 block	Statin myotox sup	ERp5 inh	DENV2 CPE rescue	S100A4 inh HTS	E-sel inducer	PglD DTNB
51	CC(=O)CCc1c(C)[nH]c2ccccc2c1=O	1	15	1	6	-3	.	-1
52	c1ccc(CN2CC[C@@H](Nc3nccn4ccnc34)C2)cc1	-3	3	-6	?	2	-0.5	4
53	CSc1ccc(/C=N/N2CCN(c3ccccc3)CC2)cc1	-3	.	-2	-10	0	1.1	.
54	Cc1cc(/C=N/NC(N)=S)c(O)c(/C=N/NC(N)=S)c1	-2	-13	3	2	0	-0.4	2
55	COc1ccc(Cn2c(C)cc(O)cc2=O)cc1	.	.	-4	-8	18	-0.2	.
56	Cc1cc(NC(=O)CCCn2nc([N+](=O)[O-])cc2C)no1	0	-5	-3	-2	-2	1.9	4
57	COCCN(Cc1nc2ccccc2c(=O)[nH]1)C(=O)COc1ccccc1-c1ccccc1	0	-21	-8	4	2	5.9	-2

Arranged by number of heavy atoms (falling): part of the list above
nr	smiles	SIRT5 block	Statin myotox sup	ERp5 inh	DENV2 CPE rescue	S100A4 inh HTS	E-sel inducer	PglD DTNB
57	COCCN(Cc1nc2ccccc2c(=O)[nH]1)C(=O)COc1ccccc1-c1ccccc1	0	-21	-8	4	2	5.9	-2
50	O=C(Nc1cc(S(=O)(=O)N2CCOCC2)ccc1N1CCOCC1)c1ccc([N+](=O)[O-])s1	7	2	-5	-11	0	.	.
48	O=C(C[C@@H]1C=C[C@@H](NS(=O)(=O)c2ccc(F)cc2)[C@H](CO)O1)NCc1ccccc1F	-3	.	-2	15	6	-0.4	.
47	COc1cc(OC)c2cc(C(=O)N/N=C/c3ccccc3O)[nH]c2c1	-2	-8	0	7	7	0.5	0
53	CSc1ccc(/C=N/N2CCN(c3ccccc3)CC2)cc1	-3	.	-2	-10	0	1.1	.
56	Cc1cc(NC(=O)CCCn2nc([N+](=O)[O-])cc2C)no1	0	-5	-3	-2	-2	1.9	4
54	Cc1cc(/C=N/NC(N)=S)c(O)c(/C=N/NC(N)=S)c1	-2	-13	3	2	0	-0.4	2
51	CC(=O)CCc1c(C)[nH]c2ccccc2c1=O	1	15	1	6	-3	.	-1

These rows are one share of the data, so the mix of outcomes need not match the whole.
